Screens (PubChem)
Lipid storage S3 = qHTS Assay for Lipid Storage Modulators in Drosophila S3 Cells; Drosophila S3 cells, BODIPY lipid droplet fluorescence, 18-24 h; cells fed with added oleic acid; AID 2685; Potency in µM for hits, for the others lipid storage change, negative = inhibition, % at the top dose, mostly 46.1 µM; hit rate 0.64% among 320,000; active = well fitted inhibition curve with a large enough effect in the signal ratio, with a control signal flat, not every such curve was filed as active; inconclusive = small, poorly fitted or top-dose-only effect, or effect the other way, or a change in a side signal; the % refers to the signal ratio
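Drosophila S3 cells loaded with oleic acid (400 uM, as added) and compounds at several concentrations; lipid droplets imaged by 488-nm laser-scanning cytometry, 500–530 nm intensity and object ratio to cell channel. Percent activity normalized to 20 uM Triacsin C.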
Lipid storage S3 cell count max = also measured in Lipid storage S3; calls as there; cell number change, %; measured here: cell count max response;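 cells counted by Cell Tracker Red CMTPX staining in the red channel; peak over a dose series mostly up to 46.1 µM; percent activity relative to internal control wells on each plate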
Starred values were filed as active, the others as inactive; i = inactive; ? = inconclusive; . = not tested or not shown; [ ] = remark or other dose. % is scaled to controls: 0 for no effect and ±100 for the full control effect; potency is read from the fitted curve at half-maximal effect.

Sample of the layout (3 entries):
Under each structure: Lipid storage S3, Lipid storage S3 cell count max
- Cc1n[nH]c(=O)c2c(NC(=O)CSc3nnnn3-c3ccccc3)oc(C)c12
    ?, .
- COc1ccccc1NC(=O)Cn1nnc(-c2ccccc2NC(=O)c2cccs2)n1
    14%, -12
- CCN(CC)CCCN1C(=O)C(O)=C(C(=O)c2cc3cccc(OC)c3o2)C1c1ccncc1 (stereo not given)
    ?, .

The listing (from the top)
Under each structure: Lipid storage S3, Lipid storage S3 cell count max
- Cc1n[nH]c(=O)c2c(NC(=O)CSc3nnnn3-c3ccccc3)oc(C)c12
    ?, .
- COc1ccccc1NC(=O)Cn1nnc(-c2ccccc2NC(=O)c2cccs2)n1
    14%, -12
- CCN(CC)CCCN1C(=O)C(O)=C(C(=O)c2cc3cccc(OC)c3o2)C1c1ccncc1 (stereo not given)
    ?, .
- O=C(Nc1ccncc1)c1cccc(S(=O)(=O)N2CCOCC2)c1
    20%, -22
- O=C(CCCCCn1c(=O)[nH]c2ccsc2c1=O)NCc1cccs1
    ?, .
- Cc1ccc(C(=O)COC(=O)c2ccc(Cl)c(N)c2)s1
    ?, .
- Clc1ccc(C2=NNC(=NCc3ccccc3)SC2)cc1
    1%, 0
- CC(C)(C)n1nc2c(c1NC(=O)Cc1ccc(F)cc1)CSC2
    -1%, -7
- CS(=O)(=O)Cc1ccc(C(=O)Nc2cccc(-c3nc4ccccc4[nH]3)c2)cc1
    ?, .
- CCc1nc(SCC(=O)N2CCC(Cc3ccccc3)CC2)c2c(=O)n(C)c(=O)n(C)c2n1
    i, .
- COc1cccc(N2CC(=O)N(c3cccc(OC)c3)CC2=O)c1
    -9%, -1
- CCOc1ccccc1COC(=O)c1cccc(-n2cnnn2)c1
    ?, .
- Cc1c(C(=O)NCc2cccs2)oc2ccccc12
    i, .
- CCN(CC)C(=O)Nc1ccccc1C
    -2%, 13
- COc1ccc(NC(=O)C23CC4CC(C2)CC(c2ccccc2)(C4)C3)c(OC)c1
    ?, .
- O=C(COc1ccccc1)NCC(c1cccs1)N1CCOCC1 (stereo not given)
    4%, -27
- Cc1nn(Cc2c(F)cccc2Cl)c(C)c1NC(=O)C1CC1
    -1%, -5
- COc1cc([N+](=O)[O-])cc(/C=N/NC(=O)c2cc(-c3ccccc3)nc3ccccc23)c1O
    ?, .
- CCn1cc(/C=C(\NC(=O)c2ccccc2OC)C(=O)NCCCN2CCOCC2)c2ccccc21
    28%, .
- O=C1CCN(CCCc2ccccc2)CCN1[C@H](CO)c1ccccc1
    ?, .
- C/C(=N\Nc1ccc(F)cc1F)c1ccc(N2CCOCC2)cc1
    ?, .
- CN(CC(=O)Nc1cccc(F)c1)C(=O)c1cn(-c2ccccc2)nc1-c1ccc(Cl)cc1
    ?, .
- COc1ccc2c(c1)OC1=C(C(=O)CCC1)C2C1=C(O)CCCC1=O (stereo not given)
    ?, .
- O=c1[nH]cnc2c1c(-c1ccccc1)cn2-c1ccc(Br)cc1
    ?, .
- COc1ccc(C(=O)NCCS(=O)(=O)N2CCOCC2)cc1
    ?, .
- COC(=O)c1ccccc1NC(=O)C1CC(c2ccc(F)cc2)=NO1 (stereo not given)
    ?, .
- COc1ccc(CCNC(=O)c2cc(-c3ccc(C)c(C)c3O)n[nH]2)cc1OC
    ?, .
- COc1ccccc1C(=O)Nc1ccccc1C(=O)N1CCCC1
    ?, .
- COC(=O)C1CC(O)CN1S(=O)(=O)c1ccc2ccccc2c1 (stereo not given)
    ?, .
- CCOCc1c(C(=O)N2CCN(Cc3ccc(Br)s3)CC2)oc2ccccc12
    ?, .
- O=C(CSc1nnc(CNc2ccc(F)cc2)n1Cc1ccco1)N1CCOCC1
    8%, 6
- O=C1/C(=C\c2cccnc2)SC(=S)N1c1ccc(F)cc1
    ?, .
- O=S(=O)(c1ccccc1)N1CCN(C(=S)NC2CCCC2)CC1
    5%, -8
- Cc1ccc(SCCC(=O)N2CCN(S(=O)(=O)c3ccccc3)CC2)cc1
    ?, .
- CSC1=NCCN1C(=O)c1c(-c2c(F)cccc2Cl)noc1C
    0%, 11
- Cc1cc(C)cc(NC(=O)CN2CCN(CCN=CC3=C(O)CC(C)(C)CC3=O)CC2)c1
    6%, 3
- CC(C)OC(=O)CCc1nc2ccccc2[nH]c1=O
    ?, .
- CCCCCn1c(SCCN2CCOCC2)nc2c1c(=O)[nH]c(=O)n2C
    i, .
- COCCC(C(=O)Oc1c(C(C)(C)C)cc(C)cc1C(C)(C)C)c1ccccc1 (stereo not given)
    i, -11
- Cc1onc(-c2ccccc2Cl)c1C(=O)OCN1C(=O)c2ccccc2C1=O
    ?, .

Of the compounds above, these have a tert-butyl group:
Under each structure: Lipid storage S3, Lipid storage S3 cell count max
- CC(C)(C)n1nc2c(c1NC(=O)Cc1ccc(F)cc1)CSC2
    -1%, -7
- COCCC(C(=O)Oc1c(C(C)(C)C)cc(C)cc1C(C)(C)C)c1ccccc1 (stereo not given)
    i, -11

(cont.)
Under each structure: Lipid storage S3, Lipid storage S3 cell count max
- Cc1c(C)[n+](=O)c2c(n1[O-])C(Br)CCC2Br (stereo not given)
    ?, .
- COc1ccc(N2CCN(Cc3oc(CO)cc(=O)c3O)CC2)cc1
    ?, .
- CN(CC(=O)Nc1cccc(F)c1)C(=O)CN1c2cccc3cccc(c23)S1(=O)=O
    ?, .
- COc1cc2nc(CN3CCN(C(C)=O)CC3)[nH]c(=O)c2cc1OC
    ?, .
- Cc1ccc(S(=O)(=O)N2CCN(C(=O)Cn3nc(C(=O)O)c4ccccc4c3=O)CC2)cc1
    ?, .
- CC(C)C(C)NC(=O)CN1C(=O)NC2(CCc3ccccc32)C1=O (stereo not given)
    ?, .
- N#Cc1c2c(c(NCCCN3CCOCC3)n3c1nc1ccccc13)CCC2
    ?, .
- Cc1ccc2c(c1)N(CCC(=O)NCc1ccccn1)C(=O)CO2
    i, .
- CCN(CC(=O)Nc1ccccc1C(F)(F)F)C(=O)c1ccc(N2C(=O)CCC2=O)cc1
    ?, .
- Cc1ccccc1OCC(=O)OCC(=O)c1ccc(OC(=O)c2ccccc2)cc1
    0%, 7
- O=C(CSC1=NCCS1)Nc1ccc(F)cc1
    0%, 5
- COCCN(C(=O)CSc1ncn[nH]1)c1c(N)n(Cc2ccccc2)c(=O)[nH]c1=O
    ?, .
- Cc1cc(C)cc(N(CC(=O)NC2CCCCCC2)S(=O)(=O)c2c(C)[nH]c(=O)[nH]c2=O)c1
    -6%, 15
- COc1ccc(/C=C/C(=O)NCC2COc3ccccc3O2)c(OC)c1 (stereo not given)
    ?, .
- CC1(C)CC(=O)C=C(NCc2ccco2)C1
    ?, .
- COc1ccc([N+](=O)[O-])cc1NC(=O)CCNC(=O)Cn1ccc2ccccc2c1=O
    12%, 19
- COc1ccccc1S(=O)(=O)N1CCN(S(=O)(=O)c2ccccc2C#N)CC1
    23%, 19
- COc1ccc(C2=NN(CN3C(=O)C(=O)c4ccccc43)C(c3ccc(Br)cc3)C2)cc1 (stereo not given)
    ?, .
- COc1ccc(CC(=O)Nc2nnc(C(C)C)s2)cc1
    -6%, 11
- COCCn1nnnc1C(c1ccccn1)N1CCN(c2cc(Cl)ccc2C)CC1 (stereo not given)
    ?, .
- CC(Oc1ccccc1)C(=O)N=C1SC2CS(=O)(=O)CC2N1c1cccc(F)c1 (stereo not given)
    i, -1
- COc1cc2c(cc1OC)C1O[C@](c3ccsc3)(C2)Oc2cc(-c3ccccc3)oc(=O)c21
    10%[9.22 µM], 10
- COc1ccc(/C=C(/NC(=O)c2ccccc2)C(=O)N2CCCCC2)cc1
    ?, .
- O=C(O)c1ccc2c(c1)C(=O)N([C@H](Cc1ccc3ccccc3c1)C(=O)O)C2=O
    7%, 13
- COc1ccccc1S(=O)(=O)Cc1ccc(C(=O)NC2CCCCC2)o1
    -4%, -12
- COC(=O)c1cc(=O)n(Cc2ccco2)c(=Nc2ccc(F)cc2)s1
    -19%, -1
- CC1CCN(C(=O)C(NS(=O)(=O)c2cccc3nsnc23)C(C)C)CC1 (stereo not given)
    i, 14
- COc1cccc(-c2nc(C#N)c(N3CCN(C(=O)c4ccco4)CC3)o2)c1
    ?, .
- COc1ccc(Cc2noc(COc3ccc(Cl)cc3)n2)cc1
    i, 30
- COc1ccc(CCn2nc(C)c([N+](=O)[O-])c2C)cc1
    ?, .
- Cc1cc(=O)oc2cc(NS(=O)(=O)c3ccccc3)ccc12
    0%, 6
- CS(=O)(=O)N(CC(=O)N1CCCCCC1)c1cc(Cl)ccc1Cl
    ?, .
- CC(OC(=O)c1cccc(-n2cnnn2)c1)C(=O)Nc1ccc(N(C)C)cc1 (stereo not given)
    ?, .
- CCOC(=O)c1cc(-c2ccccc2)nc2nc(N3CCCCC3)sc12
    ?, .
- Cc1ccc2c(c1)N(C(=O)CCC(=O)NCCCN1CCOCC1)CC(C)O2 (stereo not given)
    ?, .
- CCN(C(=O)c1ccc2c(=O)n3c(nc2c1)CCCCC3)c1ccc(F)cc1
    ?, .
- CO[C@@]1(NC(=O)C2SC(=C(C(N)=O)C(=O)O)S2)C(=O)N2C(C(=O)O)=C(CSc3nnnn3C)CS[C@@H]21 (stereo not given in full)
    ?, .
- CCCC(=O)Nc1nnc(S(=O)(=O)N(CC)c2ccccc2)s1
    1%, -35
- O=C(Cn1nc2ccccc2n1)N/N=C/c1cc([N+](=O)[O-])ccc1O
    ?, .
- Cc1ccc(C(=O)N/C(=C\c2cn(-c3ccccc3)nc2-c2ccccc2)C(=O)N2CCOCC2)cc1
    -6%, -18
- C=CCCN(C(C(=O)OC)C(C)C)S(=O)(=O)c1ccccc1Br (stereo not given)
    6%, -2
- Fc1cccc2sc(Nc3nnc(-c4ccco4)o3)nc12
    ?, .
- COc1ccc(/C=C(\NC(=O)c2ccc(C)cc2)C(=O)NCCCn2ccnc2)cc1
    ?, .
- O=C(Nc1ccccc1)N1CCCC(c2nc(-c3ccc(F)cc3)no2)C1 (stereo not given)
    17%, -1
- Cc1cc(N/N=C/c2ccc(Cl)cc2)nc(NCc2ccccc2)n1
    ?, .
- O=C(COc1ccc(Cl)cc1)NNC(=O)CSc1nncs1
    ?, .
- CN(Cc1ccsc1)C(=O)CCc1nnc(Cc2c[nH]c3ccccc23)o1
    -9%, 1
- COc1ccccc1C(=O)N(C)CC(=O)Nc1ccc(N2CCOCC2)cc1
    ?, .
- Cc1ccc(C(C)NC(=O)c2ccco2)cc1C (stereo not given)
    12%, -1
- CC1=NN(C(N)=S)C(=O)C1N=Nc1cccc(C(=O)O)c1 (stereo not given)
    ?, .
- O=C(O)CSc1nc2c(c(C(F)(F)F)n1)CCc1ccccc1-2
    ?, .
- C/C(=N\NC(N)=S)c1ccccc1
    ?, .
- Cn1cc(C(=O)N2CCN(c3cccc(Cl)c3)CC2)c(=O)c2cc(S(=O)(=O)N3CCOCC3)ccc21
    ?, .
- O=C(C1=C(O)C(=O)N(CCN2CCOCC2)C1c1ccc(F)cc1)c1cc2ccccc2o1 (stereo not given)
    10%, -21
- COCCCn1c(C2CCCCC2)nc2oc3cc(OC)ccc3c(=O)c2c1=O
    ?, .
- O=C(NCc1cccs1)C(=O)NCC1OCCCN1S(=O)(=O)c1ccccc1 (stereo not given)
    ?, .
- CCO[C@@H]1OC(C(=O)N2CCCCCCC2)=C[C@H](c2cn(C(C)=O)c3ccccc23)[C@H]1CCCO
    -13%, 12
- COc1ccc(CNC(=O)c2c([S-])n(-c3ccc(C)cc3)c3cccc[n+]23)cc1
    ?, .
- CC1COC(c2cccn2Cc2ccccc2Cl)=N1 (stereo not given)
    17%, -1
- Cc1ccc(NC(C)c2cc(Cl)ccc2O)cc1 (stereo not given)
    ?, .

(further entries)
Under each structure: Lipid storage S3, Lipid storage S3 cell count max
- COc1cccc(C2C(C(N)=O)=C(C)Nc3nc(-c4cccc(Cl)c4)nn32)c1 (stereo not given)
    0%, -14
- COc1cc(NC(=O)COC(=O)/C=C/c2ccc(OC)c(OC)c2)cc(OC)c1
    9%, 26
- NS(=O)(=O)c1ccc(CCNC(=O)C2CCN(S(=O)(=O)c3c(Cl)cccc3Cl)CC2)cc1
    ?, .
- NC(=O)c1nsc(C(=O)N(CCc2ccccc2)C(C(=O)NC2CCCC2)c2ccco2)c1N (stereo not given)
    3%, -4
- O=C(Nc1ccc(C2=NCCN2)cc1)c1ccc(Cl)c(C(=O)Nc2ccc(C3=NCCN3)cc2)c1
    ?, .
- COc1ccc(-c2cc(=O)c3cc(F)ccc3[nH]2)cc1
    -15%, 2
- COc1ccc(NS(=O)(=O)c2cccc(C(=O)NNC(=O)c3ccc(Br)o3)c2)cc1
    ?, .
- CC(C)C(=O)NC(c1ccccc1Cl)c1c(O)ccc2ccccc12 (stereo not given)
    ?, .
- Cc1nc2ccc(NC(=O)c3cccc(C(F)(F)F)c3)cc2o1
    ?, .
- COc1ccc(C2CC(=O)Nc3n[nH]c(-c4ccccc4)c32)cc1OC (stereo not given)
    13%, 24
- COCCCC1CCN(C(=O)c2cc(COc3ccc(C)nc3)on2)CC1
    i, -1
- COc1cccc(NC(=O)c2cnc(SC)nc2C)c1
    i, .

Look-ups from the entries so far.
CCN(CC)C(=O)Nc1ccccc1C | Lipid storage S3 cell count max: 13
COCCC(C(=O)Oc1c(C(C)(C)C)cc(C)cc1C(C)(C)C)c1ccccc1 (stereo not given) | Lipid storage S3 cell count max: -11
COc1ccc(-c2cc(=O)c3cc(F)ccc3[nH]2)cc1 | Lipid storage S3: -15%

This is a subset (hit frequency here may not be typical).
